miR122 inh – inhibitors of miR-122 in Huh7 cells; Huh7 miR-122 Renilla luciferase sensor, 48 h; neutral wells = 0, positive control = 100; activation (reporter increase), % at 12.5 µM; 0.3% of 340,000 active; AID 602342;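 active = mean replicate activation score at least 90 and every replicate individually at or above 90; inconclusive = only one of the two criteria met; inactive = neither criterion met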;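 note: higher luciferase means less miR-122 activity so hits act as miR-122 inhibitors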
EWS-Fli inh – inhibitors of EWS/Fli oncoprotein transcriptional activity; A673 NR0B1-luciferase reporter, viability-normalised; inhibition, % at 12.6 µM; 0.67% of 350,000 active; AID 651661;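 active = mean inhibition of at least 50% after viability correction, with every replicate also passing that limit; inconclusive = mean reaches 50% but only one of two replicates passes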;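 note: firefly luciferase signal divided by Alamar Blue viability fluorescence both relative to DMSO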
DENV2 CPE – inhibitors of DENV2 cytopathic effect; 1.7% of 350,000 active; AID 651640; DENV2-infected cells, cytopathic effect rescue, plate reader; CPE inhibition, % at 9.99 µM; in the data active = CPE inhibition above about 20%, passing the limit was not always enough; inconclusive = no clear call, values can overlap the other calls; tested in BHK-21 cells;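 note: 0% = median of neutral control wells and 100% = median of positive control wells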
F508del corr – correctors of CFTR F508del function in bronchial epithelial cells; CFBE cells, YFP halide quenching; stimulated with forskolin plus potentiator P3; % fluorescence drop versus neutral controls; activity (quench increase), % at 7.58 µM; 0.36% of 350,000 active;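 active = mean added fluorescence quench of at least 8% versus neutral control, with both replicates also reaching 8%; inconclusive = only one of the mean or replicate conditions met; inactive = mean below 8% and not both replicates reaching 8%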;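 note: cells transiently co-express mutant CFTR-F508del with the halide-sensitive YFP; corrector assay measuring rescue of mutant channel to the surface after 24 h compound exposure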
FN deposit inh – fibronectin deposition inhibition. inhibition, % at 12.6 µM. AH1F fibroblasts, Alexa488-fibronectin deposition fluorescence, overnight. 0.086% of 350,000 active;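 active = mean inhibition across replicates of 30% or more, regardless of how many single replicates reach that level; inconclusive = mean under 30% yet at least half of replicates reach 30%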;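 note: positive control wells lacked labelled fibronectin entirely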
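Material: AH1F fibroblasts assembling fluorescent fibronectin matrix; amount: 10000 AH1F cells/well; medium: DMEM, 2% serum; reagent: Alexa488-fibronectin, 24 nM final in well; dosing: single compound dose, delivered by pin transfer; incubation: 1 h adhesion, overnight exposure; detection: fluorescence after three HBSS washes, excitation 485 nm, emission 525 nm; measure: fibronectin deposition inhibition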
INS-1E GSIS act – GLuc luminescence reporter in INS-1E cells, primary screen for activators of glucose-dependent secretion of insulin; INS-1E GLuc reporter insulin secretion, 2-3 h; 0.61% of 370,000 active; AID 743287; activation, % at 16.6 µM;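 active = lowest replicate activation of at least 40%, so every replicate reaches that level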;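 note: 0% = median of neutral control wells and 100% = median of IBMX positive control wells; some compounds called inactive have numbers as strong as hits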
PAX8 inh HTS – lowers PAX8-driven luciferase in RMG-I cells. RMG-I TPO-luciferase reporter, SteadyGlo, 24 h. inhibition, % at 12.6 µM. 1.2% of 360,000 active. AID 652154;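 active = mean replicate inhibition at least 60% with every replicate also reaching 60%; inconclusive = only one of the two criteria is met; inactive = mean below 60% and not all replicates reaching 60%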;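 note: luciferase light reporting Pax8 driven TPO promoter activity; plate controls were median of neutral control wells for no effect and mitoxantrone controls for full effect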
Numbers without * were called inactive; ? = inconclusive; . = not tested or not shown; [ ] = another dose, or the depositor's remark.

molecule,DENV2 CPE,F508del corr,EWS-Fli inh,PAX8 inh HTS,INS-1E GSIS act,miR122 inh,FN deposit inh
Cc1cc(Br)cc(/C=N/NC(=O)c2ccc3c(c2)OCO3)c1O,14,9.3*,-46,-3,7,.,9
CN(C1CCCCC1)S(=O)(=O)c1ccc(SCC(N)=O)nc1,-9,-0.3,-6,-136,0,0,.
O=C(NCCCOc1cccc(CN2CCCCC2)c1)c1ccc(Cl)c(Cl)c1,.,.,.,10,0,1,6
Cc1ccccc1N1CCN(C2CCCN(C(=O)c3cc(C(C)C)[nH]n3)C2)CC1 (stereo not drawn),-3,0.1,1,.,-12,-8,-1
C[C@H](CO)N1C[C@H](C)[C@H](CN(C)C(=O)Nc2ccc(F)cc2)OCCCC[C@H](C)Oc2ccc(NC(=O)Nc3ccc(C(F)(F)F)cc3)cc2C1=O,-3,1.9,2,55,-3,-4[16.7 µM],.
O=C([C@H]1[C@H](CO)[C@H]2Cn3c(ccc(-c4ccncc4)c3=O)[C@@H]1N2CCC(F)(F)F)N1CCCCC1,17,.,4,6,-11,.,.
Cc1nn(C)c(C(=O)Nc2ccn(C34CC5CC(CC(C5)C3)C4)n2)c1[N+](=O)[O-],3,.,6,1,-24,.,0
CCN1C(=O)[C@H]2[C@H]3CN=C(SC)N3[C@@](Cc3ccccc3)(C(=O)OC)[C@H]2C1=O,?,-3.3,7,-14,7,0,6
O=C(C[C@@H]1CC[C@@H]2[C@H](COC[C@H](O)CN2Cc2ccc(C(F)(F)F)cc2)O1)NCCc1ccccc1,1,3.0,.,.,-13,-6[16.7 µM],-7
CC1CCCCC1NS(=O)(=O)c1ccc(S(=O)(=O)N2CCCC2)cc1 (stereo not drawn),.,.,.,.,-7,11,-1
COc1ccccc1OCC(O)CN1C(=O)NC(C)(C)C1=O (stereo not drawn),12,9.4*,-9,-5,-5,.,-5
N#Cc1ccc(-c2csc(NC(=O)/C=C/c3cccs3)n2)cc1,.,.,.,27,-6,.,-7
Cc1ccccc1C(=O)Nc1nc(SCc2ccc(Cl)cc2)n[nH]1,-7,-0.6,-7,-8,4,-8,-9
CO[C@@H]1CN(C)C(=O)c2ccc(NC(=O)c3ccccn3)cc2OC[C@@H](C)N(CC2CC2)C[C@H]1C,-6,-1.6,1,26,.,.,.
CC1=C(C(=O)Nc2ccc(C)cc2C)C(c2ccc([N+](=O)[O-])cc2)n2ncnc2N1 (stereo not drawn),.,.,.,9,.,-10,-6
CCOc1ccc(N/C(=N/c2nc(C)cc(C)n2)NC(=O)CC)cc1,0,.,12,-23,6,.,-4
CCOC(=O)NC(=O)COC(=O)c1cccc2ccccc12,-7,-1.4,-2,23,6,.,12
O=C(Cn1cccc(C(F)(F)F)c1=O)c1ccc(Cl)cc1,4,-0.3,10,-8,12,4,-3
O=C(O)CSc1nc2ccccc2n1Cc1ccccc1,-3,-2.5,-7,7,-5,-1,0
NS(=O)(=O)c1ccc(NC(=O)COC(=O)c2cc(Cl)ccc2[N+](=O)[O-])cc1,-1,5.5,20,7,-8,-7,-8
Cc1oc(-c2ccccc2Cl)nc1CS(=O)CC(=O)NCCc1ccccc1 (stereo not drawn),-3,0.7,.,8,-15,-6,-8
COc1ccc(C/C(C)=N/NC(=O)c2ccc(C)cc2C)cc1,11,1.7,5,4,-5,-6,-11
CCN(C(=O)COC(=O)c1ccc(O)cc1)c1cccc2ccccc12,0,-3.1,7,16,-10,.,.
CCCC(NC(=O)c1c(C)noc1C)C12CC3CC(CC(C3)C1)C2 (stereo not drawn),-5,-0.1,11,6,25,-3,5
CC(=O)N1[C@H](CO)[C@H](c2ccc(-c3ccc(C#N)cc3)cc2)C12CN(C(=O)C1CC1)C2,62*,0.8,2,-5,1,.,-2
C[C@@H]1CN([C@@H](C)CO)C(=O)c2cc(NC(=O)Nc3ccccc3)ccc2O[C@@H](C)CCCCO[C@H]1CN(C)Cc1ccc(C(F)(F)F)cc1,-17,1.2,12,72*,35,8[16.7 µM],-3
Cc1cc(C)cc(N(CC(=O)NC2CCC(C)CC2)S(=O)(=O)c2c(C)noc2C)c1 (stereo not drawn),?,-1.6,16,-2,-33,4,18
CC(C)CC#Cc1cnc2c(c1)C(=O)N([C@@H](C)CO)C[C@H](C)[C@H](CN(C)C(=O)c1cccnc1)O2,-12,1.8,-7,.,13,-9[16.7 µM],.
O=C(Nc1cc(F)ccc1F)N[C@H]1CC[C@@H](CCNC(=O)c2cnccn2)O[C@@H]1CO,-7,-1.2,2,4,0,-12[16.7 µM],8
O=C(NCCCN1CCOCC1)c1ccc(Br)cc1Br,-4,-2.8,-2,-18,-5,.,-4

DENV2 CPE, entries above that show a hit
SMILES | DENV2 CPE | F508del corr | INS-1E GSIS act | miR122 inh
CC(=O)N1[C@H](CO)[C@H](c2ccc(-c3ccc(C#N)cc3)cc2)C12CN(C(=O)C1CC1)C2 | 62* | 0.8 | 1 | .

(list continues)
molecule,DENV2 CPE,F508del corr,EWS-Fli inh,PAX8 inh HTS,INS-1E GSIS act,miR122 inh,FN deposit inh
CC(=O)N1CCOc2ccc(S(=O)(=O)N3CCC(C(=O)Nc4ccc(C)cc4)CC3)cc21,5,1.2,.,22,-4,-6,4
CCN(C(=O)CN1CCN(S(=O)(=O)c2ccccc2C(F)(F)F)CC1)c1c(N)n(Cc2ccccc2)c(=O)[nH]c1=O,.,.,.,-1,-3,-2,-6
COC(=O)CCCC1=CC2=C(c3ccccc3)C(=O)C(C)(OC(=O)C3CCCC3)C(=O)C2=CN1CCCCO (stereo not drawn),2,-3.1,-5,-9,8,-1,-14
O=C(CC1CC1)Nc1ccc2c(c1)[C@@H]1C[C@@H](CC(=O)N3CCc4ccccc4C3)O[C@H](CO)[C@@H]1O2,-2,1.6,0,.,11,-5[16.7 µM],-10
CCCS(=O)(=O)NC(=O)C1(C)CCCN(C(=O)c2cc(C)n(C(C)(C)C)n2)C1 (stereo not drawn),0,-3.1,-1,-16,14,-3,3
COc1ccccc1NC(=O)N[C@H]1CC[C@@H](CCn2cc(-c3ccccc3)nn2)O[C@H]1CO,6,2.3,1,26,-1,.,.
COc1ccc(C(CC(=O)NCC(OC)OC)NS(=O)(=O)c2ccc(Cl)cc2)cc1 (stereo not drawn),4,0.9,10,-6,13,.,-2
COCCNC(=O)C1CCCN(C(=O)/C=C/c2ccccc2)CC1 (stereo not drawn),16,-1.3,-2,1,2,-3,-2
O=C(CN(CC1CCCO1)C(=O)CNS(=O)(=O)c1ccc(F)cc1)NCC1CCCO1 (stereo not drawn),-7,-1.2,1,-11,-20,-6,-14
Cc1ccc(C)c(C(=O)COC(=O)CNS(=O)(=O)c2ccccc2)c1,-3,0.3,-6,18,-41,.,-10
O=C(N/N=C/c1c[nH]c2ccccc12)c1ccc(Cl)cc1,-2,2.0,-27,-22,-26,-3,3
COc1ccc(/C=C2\CN(Cc3ccccc3)C/C(=C\c3ccc(OC)cc3)C2=O)cc1,5,-1.7,-9,6,10,.,-4
CC1CCN(CC(=O)Nc2ccc3c(c2)OCO3)CC1,16,0.8,-14,-28,10,4,0
CC(C)C[C@H](N)c1cn([C@@H](CCCCN)C(=O)N2CCNCC2)nn1,.,-2.7,-4,-20,10,-1,6
CSCC[C@H](NC(=O)OC(C)(C)C)C(=O)NCC1CCC(C(=O)N[C@@H](Cc2ccccc2)C(=O)O)CC1 (stereo partly drawn),18,-1.8,9,-3,6,.,-3
Cc1ccc(Cl)c(OCC(=O)Nc2ccccc2N2CCCCC2)c1,-4,3.6,5,13,15,-2,-1
O=C1N(c2ccc(Cl)c(Cl)c2)CN(Cc2ccccc2)CN1n1cnnc1,.,.,.,.,-1,-3,10
CC(C)C(=O)N1CCN(S(=O)(=O)c2ccc3ccccc3c2)CC1,11,0.1,5,6,3,.,5
CCOc1ccc(NC(=O)CN(C)C(=O)c2ccc(-c3ccc(C(C)=O)cc3)o2)cc1OCC,-11,1.7,-62,-91,-1,-3,10
COC(=O)C1=C(C)NC(=O)CC1c1ccccc1OC (stereo not drawn),-4,-1.5,-2,-9,2,.,16
CC1(C(=O)NCc2ccc(C(F)(F)F)cc2)CCN1Cc1c(F)cccc1F (stereo not drawn),9,1.8,7,0,.,-3,-9
COc1cccc(C(=O)Nc2cnn(C(C)C)c2)c1,0,1.6,-87,-124,-8,.,.
Cn1c(NC(=O)c2ccc(Cl)cc2)cc(=O)n(C)c1=O,10,-0.6,3,10,5,.,-3
COc1ccc2c3c([nH]c2c1)[C@H](CO)N(Cc1ccccc1F)CC31CCN(C)CC1,5,1.2,-8,.,9,.,.
C[C@@H]1CN([C@H](C)CO)S(=O)(=O)c2ccc(C#CC3CC3)cc2O[C@@H]1CN(C)Cc1ccccc1F,-5,-2.6,61*,.,-7,57[16.7 µM],-4
CC1CC(C)(C)N(C(=O)CSc2ccc(-c3ccc(F)cc3)nn2)c2ccccc21 (stereo not drawn),3,-0.1,12,.,-35,-3,.
O=C(C[C@H]1CC[C@H]2[C@@H](COC[C@H](O)CN2C(=O)c2cnccn2)O1)NCc1ccc(F)cc1,2,-3.5,-4,5,1,-6[16.7 µM],-10
C[C@H]1CN([C@@H](C)CO)C(=O)Cc2cc(NC(=O)CCCN(C)C)ccc2O[C@@H]1CN(C)C(=O)Nc1ccc2c(c1)OCO2,-6,2.7,.,-20,13,20[16.7 µM],.
c1ccc(-c2ccc3c(c2)NCCN3)cc1,7,-2.0,-1,-2,-11,.,1
Nc1nc(-c2ccc3ccccc3c2)c(C2(O)C(=O)Nc3c(Br)cc(F)cc32)s1 (stereo not drawn),.,.,.,.,-26,-4,4
C[C@H](CO)N1C[C@H](C)[C@H](CN(C)Cc2ccc3c(c2)OCO3)Oc2ccc(NC(=O)Nc3ccc4c(c3)OCO4)cc2C1=O,8,2.8,14,-12,-2,4[16.7 µM],.
CN(C)S(=O)(=O)c1ccc(C(=O)NCC(=O)N/N=C/c2ccco2)cc1,3,0.5,14,-17,4,.,-4
O=C(C1CC(=O)N(c2ccc3c(c2)OCCO3)C1)N1CCN(c2ccccc2)CC1 (stereo not drawn),-6,-2.7,-10,-10,-5,-3,-3
Cn1c(-c2cccc([N+](=O)[O-])c2)cnc1NCc1cccc([N+](=O)[O-])c1,0,2.6,2,21,2,.,-3
C[C@@H]1CN([C@@H](C)CO)C(=O)c2cccc(NC(=O)Nc3ccc(C(F)(F)F)cc3)c2O[C@H]1CN(C)S(=O)(=O)c1ccccc1,.,1.1,6,7,-17,-4[16.7 µM],.
O=C(NCc1ccc(F)cc1)C1CCCN1S(=O)(=O)c1ccccc1C(F)(F)F (stereo not drawn),-2,-0.5,-1,12,-14,-13,1
O=C(NCCCn1cccn1)C1CCC(=O)N(Cc2ccccc2F)C1 (stereo not drawn),13,-0.2,1,5,16,-3,-4
Cc1cc(C)nc(SC2CC(=O)N(c3ccc(C)c(C)c3)C2=O)n1 (stereo not drawn),0,5.1,24,23,5,.,1
Cc1cc(C)c(-c2csc(Cc3nc(-c4cc5ccccc5oc4=O)cs3)n2)cc1C,.,.,.,17,-11,0,-1
C[C@@H]1CN([C@@H](C)CO)C(=O)c2cc(NC(=O)Nc3ccccc3)ccc2O[C@@H](C)CCCCO[C@@H]1CN(C)C(=O)CCC(F)(F)F,0,-1.4,-5,-22,-25,2[16.7 µM],-3

Assay outcomes (PubChem)
